GAA inhib: inhibitors of human lysosomal alpha-glucosidase; Potency, µM (series often up to 76.9 µM), for the others: top-dose activity change, negative = inhibition, actives largely listed as inhibitors; 0.005% of 200,000 active; purified human GAA, 4-MU-alpha-glucoside fluorescence; P10253;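 note: plate controls were uninhibited enzyme wells for no effect and no-enzyme background for full effect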
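Compounds are titrated up to 77 uM against 4 nM human enzyme. Substrate 4-methylumbelliferyl-alpha-D-pyranoside (400 uM) reacts 20 min at room temperature in pH 5.0 buffer; liberated 4-methylumbelliferone is read at 440 nm.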
RGS12 GoLoco inh: inhibitors of human Gai1-RGS12 GoLoco interaction (red fluorophore); Potency, µM (highest dose often 61.6 µM), without a hit: at the top dose activity, negative = inhibition, most hits filed as inhibitors; 0.44% of 230,000 active; Gai1:RGS12 GoLoco peptide FP, rhodamine, 10 min; P63096; active = well fitted inhibition curve with a large enough effect, not every such curve was filed as active; inactive = no such curve, though single readings can be large or run the other way; note: nearly all actives have a fitted effect of over 30% in size; many of its hits are not listed in these tables
aGlu spleen mod: inhibitors or activators of human alpha-glucosidase in spleen homogenate. P10253. human spleen homogenate, 4-MU-alpha-glucoside fluorescence. Potency, µM (highest dose often 79.9 µM), for inactives: at the highest dose activity change, negative = inhibition, hits mostly inhibitors. 0.006% of 240,000 active. AID 2112;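 note: 0% = enzyme with vehicle and -100% = no enzyme basal signal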
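Enzyme source: human spleen homogenate, 1 ug/well. Buffer 50 mM citric acid/K phosphate pH 5.0, 0.01% Tween-20. 4-MU-alpha-glucoside 1 mM; 37 C x 40 min; NaOH/glycine stop; fluorescence.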
L3MBTL1 block: L3MBTL1 (human) inhibition; Potency, µM (top dose mostly 57.1 µM), inactives show at the top dose activity, negative = inhibition, actives largely listed as inhibitors; 0.66% of 230,000 active; Q9Y468; AlphaScreen L3MBTL1–H3K9me1 peptide binding; note: nearly all actives have a fitted effect of over 60% in size
Target sequence (Q9Y468 whole entry, looked up): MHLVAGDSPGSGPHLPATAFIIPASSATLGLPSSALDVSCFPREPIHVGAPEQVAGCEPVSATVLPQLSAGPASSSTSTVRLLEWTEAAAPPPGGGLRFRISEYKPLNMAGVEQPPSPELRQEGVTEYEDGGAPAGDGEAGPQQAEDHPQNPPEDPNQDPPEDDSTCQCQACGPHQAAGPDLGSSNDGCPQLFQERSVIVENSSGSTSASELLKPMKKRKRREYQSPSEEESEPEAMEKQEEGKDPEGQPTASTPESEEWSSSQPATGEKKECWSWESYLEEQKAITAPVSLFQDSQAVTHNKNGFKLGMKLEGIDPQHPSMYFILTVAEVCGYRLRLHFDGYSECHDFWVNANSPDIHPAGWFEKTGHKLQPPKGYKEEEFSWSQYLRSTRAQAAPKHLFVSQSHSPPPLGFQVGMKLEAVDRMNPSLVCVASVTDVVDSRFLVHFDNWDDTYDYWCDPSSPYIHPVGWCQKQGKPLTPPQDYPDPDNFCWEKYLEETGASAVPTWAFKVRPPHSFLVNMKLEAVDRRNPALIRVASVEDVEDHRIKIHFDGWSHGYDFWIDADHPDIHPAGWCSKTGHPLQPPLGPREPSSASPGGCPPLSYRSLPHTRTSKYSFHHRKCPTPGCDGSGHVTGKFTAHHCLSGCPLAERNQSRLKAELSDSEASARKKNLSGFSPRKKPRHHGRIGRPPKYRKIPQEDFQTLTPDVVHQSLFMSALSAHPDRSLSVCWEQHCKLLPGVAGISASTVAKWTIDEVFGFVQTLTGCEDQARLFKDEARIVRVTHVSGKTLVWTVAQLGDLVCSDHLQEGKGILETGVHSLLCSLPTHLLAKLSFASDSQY
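Displacement of a biotinylated histone H3(1-15) peptide monomethylated at Lys9 (75 nM) from L3MBTL1 (50 nM) was measured by AlphaScreen after a 30 min room-temperature compound incubation; cefsulodin titration served as intraplate control.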
GAA glycogen: inhibitors or activators of human alpha-glucosidase glycogen cleavage. P10253. recombinant GAA, glycogen substrate, Amplex Red glucose oxidase fluorescence. Potency, µM (series often up to 76.4 µM), for the others: top-dose activity change, negative = inhibition, actives largely listed as inhibitors. 0.38% of 300,000 active. AID 2100;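 note: 0% = full enzyme reaction and -100% = no-enzyme basal signal; the screen sought inhibitors and activators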
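qHTS, 1536-well; enzyme 4 nM final; cpd up to 77 uM; substrate bovine liver glycogen 30 ug; 50 mM citrate/phosphate pH 5.0, 0.01% Tween-20; 37 C, 40 min; Amplex Red detection 45 min RT; Hill fit → AC50.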
TRb-SRC2 inh: TRbeta-SRC2 interaction inhibition; P10828; TRbeta-SRC2 peptide binding, fluorescence polarization; receptor liganded with 1 µM T3; Potency, µM (titrated, usually from 106 µM), without a hit: at the highest dose activity change, negative = inhibition, actives largely listed as inhibitors; 0.065% of 280,000 active; AID 1469;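 note: plate controls were bound peptide for no effect and peptide without receptor for full effect; nearly all actives have a fitted effect of over 50% in size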
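Read-out is fluorescence polarization (555 nm excitation, 632 nm emission) of a Texas Red SRC2 coactivator peptide; loss of signal reflects blocked binding to human TRb ligand-binding domain in the presence of 1 uM T3.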
RECQ1 inh: blocks DNA unwinding by human RECQ1; Potency, µM (highest dose often 57.3 µM), without a hit: at the top dose activity, negative = inhibition, most hits filed as inhibitors; 0.54% of 240,000 active; RECQ1 DNA unwinding, red fluorescence kinetic read;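 note: plate controls were vehicle for no effect and no enzyme for full effect; nearly all actives have a fitted effect of over 30% in size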
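50 nM RECQ1T1 preincubated 15 min with compound in Tris pH 8.0 buffer with MgCl2, DTT, Tween-20 and 2.5 ug/ml poly(dI-dC); started with 200 nM TAMRA/BHQ-2 forked duplex and 2 mM ATP. Unwinding read as fluorescence (525/598 nm), two reads 2 h apart.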
TR SRC2 fluor cs: Texas Red fluorescence interference in TRb-SRC2 counter-screen | TRb/SRC2 Texas Red total fluorescence interference | Potency, µM (series often up to 106 µM), inactives show top-dose fluorescence change, negative = quenching | 0.29% of 280,000 active | AID 1479; active = well fitted curve in either direction with a large enough effect; inconclusive = small, poorly fitted or top-dose-only effect
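Flags fluorescent or light-absorbing compounds by total fluorescence, S + 2P, at 555 nm excitation and 632 nm emission. Mixture: 20 nM Texas Red SRC2 peptide, 0.6 uM human TRb LBD, 1 uM T3, 5% DMSO; compound exposure 5 h at ambient temperature.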
Numbers without * were called inactive; [ ] = remark or other dose. Unless noted, calls come from the whole dose curve; as a rule, active = well fitted curve in the direction sought with a large enough effect; inconclusive = small, poorly fitted or top-dose-only effect, or another doubt; inactive = no such curve, though single readings can be large; an effect the other way counts as inactive or inconclusive. Unless noted, % is set by controls: 0 for no effect and ±100 for the full control effect; potency is the fitted concentration of half-maximal effect. Only part of the results is shown; rates above refer to the full screens.

Results for CC(C)(C)NC(=O)COC(=O)c1cc(Cl)ccc1[N+](=O)[O-] ?
GAA inhib: -0.9%; RGS12 GoLoco inh: -2.0%; aGlu spleen mod: 15.2%; L3MBTL1 block: -4.6%; GAA glycogen: 1.9%; TRb-SRC2 inh: 0.6%; RECQ1 inh: 23.9%; TR SRC2 fluor cs: -0.3%

What do the screens show for `COC(=O)c1cc(S(=O)(=O)N2CCOCC2)c(N2CCOCC2)cc1N1CCOCC1`?
GAA inhib: -10.7%; RGS12 GoLoco inh: 8.8%; aGlu spleen mod: 1.7%; L3MBTL1 block: 9.5%[11.4 µM]; GAA glycogen: 6.8%; TRb-SRC2 inh: -7.9%; RECQ1 inh: -5.7%; TR SRC2 fluor cs: -3.6%

What do the screens show for `CN(C)c1nc(-c2ccc([N+](=O)[O-])cc2)cs1`?
GAA inhib: -6.4%; RGS12 GoLoco inh: -2.5%; aGlu spleen mod: -8.8%; GAA glycogen: -6.7%; TRb-SRC2 inh: 1.8%; RECQ1 inh: 15.7%; TR SRC2 fluor cs: -1.0%

How did NC(C(=O)O)C(CC(=O)O)c1ccc(Cl)cc1 (stereo not drawn) do in these assays?
RGS12 GoLoco inh: 9.5%; aGlu spleen mod: 0.3%; TRb-SRC2 inh: -3.5%; RECQ1 inh: 7.0%; TR SRC2 fluor cs: 0.4%

How did Cc1nc2c(sc3nc(N4CCOCC4)c4c(c32)CC(C)(C)OC4)c(-c2ccc(Cl)cc2)c1C(=O)O do in these assays?
RGS12 GoLoco inh: 72.1%[activator]; aGlu spleen mod: 0.8%; L3MBTL1 block: -5.9%; GAA glycogen: 1.7%; TRb-SRC2 inh: 3.7%; RECQ1 inh: -7.8%; TR SRC2 fluor cs: 0.6%

Results for CC(C)C(c1nnnn1Cc1ccccc1)N(Cc1ccco1)Cc1cccs1 (stereo not drawn) ?
GAA inhib: -1.5%; RGS12 GoLoco inh: 4.3%; aGlu spleen mod: 2.2%; L3MBTL1 block: 4.1%; GAA glycogen: -1.5%; TRb-SRC2 inh: -7.3%; RECQ1 inh: -7.8%; TR SRC2 fluor cs: -4.5%

Results for Clc1ccc(-c2ncc3ccccn23)c(Cl)c1 ?
GAA inhib: inconclusive; RGS12 GoLoco inh: 14.3%; aGlu spleen mod: 4.6%; L3MBTL1 block: 3.7%; GAA glycogen: 13.1%; TRb-SRC2 inh: -1.1%; RECQ1 inh: 6.3%; TR SRC2 fluor cs: 0.2%

Results for COc1ccc(NC(=S)N2CCc3ccccc3C2)cc1OC ?
GAA inhib: -1.7%; RGS12 GoLoco inh: 14.6%; aGlu spleen mod: 1.7%; L3MBTL1 block: 0.8%; GAA glycogen: -23.4%; TRb-SRC2 inh: -1.9%; RECQ1 inh: 3.5%; TR SRC2 fluor cs: -0.4%

How did CCOC(=O)CC(NC(=O)c1ccco1)c1ccc(C)cc1 (stereo not drawn) do in these assays?
GAA inhib: -3.5%; RGS12 GoLoco inh: -5.1%; aGlu spleen mod: -4.6%; L3MBTL1 block: -0.8%; GAA glycogen: 11.4%; TRb-SRC2 inh: -11.4%; RECQ1 inh: inactive; TR SRC2 fluor cs: -2.8%

Results for CC(C)C(=O)Nc1ccc(O)c(-c2csc(N)n2)c1 ?
GAA inhib: -13.8%; RGS12 GoLoco inh: 16.1%; aGlu spleen mod: 0.4%; L3MBTL1 block: -1.6%; GAA glycogen: -6.7%; TRb-SRC2 inh: -4.5%; RECQ1 inh: inactive; TR SRC2 fluor cs: 0.8%

How did COc1ccc(NC(=O)c2noc3c2CCC3)cc1 do in these assays?
GAA inhib: -1.1%; RGS12 GoLoco inh: -4.8%; aGlu spleen mod: 1.4%; GAA glycogen: 0.9%; TRb-SRC2 inh: -2.5%; RECQ1 inh: inconclusive; TR SRC2 fluor cs: -3.6%

What do the screens show for `CC1Oc2ccccc2N(CC(=O)NCCc2ccccc2)C1=O` (stereo not drawn)?
GAA inhib: 9.5%; aGlu spleen mod: -6.7%; L3MBTL1 block: 24.8%; GAA glycogen: 1.7%; TRb-SRC2 inh: -22.0%; RECQ1 inh: inactive; TR SRC2 fluor cs: -0.4%

What do the screens show for `Cc1cc(C(=O)COc2ncnc3sccc23)c(C)n1C1CC1`?
GAA inhib: -5.0%; RGS12 GoLoco inh: 14.4%; aGlu spleen mod: 4.7%; L3MBTL1 block: -18.6%; GAA glycogen: -17.4%; TRb-SRC2 inh: -17.9%; RECQ1 inh: 2.1%; TR SRC2 fluor cs: 2.1%

How did O=C(Cn1cnc2c(nnn2Cc2ccc(Cl)cc2)c1=O)NCc1ccco1 do in these assays?
GAA inhib: -6.0%; RGS12 GoLoco inh: 96.6%[activator]; aGlu spleen mod: 4.5%; L3MBTL1 block: -29.8%; GAA glycogen: 7.1%; TRb-SRC2 inh: -18.6%; RECQ1 inh: -1.0%; TR SRC2 fluor cs: -4.0%

Results for CC(=O)Nc1nn(C)c2nc(C)cc(C)c12 ?
GAA inhib: 2.7%; RGS12 GoLoco inh: 3.8%; aGlu spleen mod: 4.4%; L3MBTL1 block: -2.2%; GAA glycogen: -19.2%; TRb-SRC2 inh: -5.0%; RECQ1 inh: inactive; TR SRC2 fluor cs: -1.8%

Results for Nc1c(C(=O)NCCN2CCOCC2)c2nc3ccccc3nc2n1-c1ccc2c(c1)OCO2 ?
GAA inhib: -0.6%; RGS12 GoLoco inh: 13.1%; aGlu spleen mod: 0.2%; L3MBTL1 block: -19.4%; GAA glycogen: -4.4%; TRb-SRC2 inh: -4.3%; RECQ1 inh: 7.8%; TR SRC2 fluor cs: -6.9%

Results for CC(=O)CC(=O)Nc1ccc2ccccc2c1 ?
RGS12 GoLoco inh: 7.2%[14.2 µM]; aGlu spleen mod: -2.7%; GAA glycogen: -6.3%; TRb-SRC2 inh: -4.3%; RECQ1 inh: 21.6%; TR SRC2 fluor cs: -1.0%

What do the screens show for `CSc1nc2nc3c(cc2c(=O)[nH]1)C(O)Oc1ccc(C)cc1-3` (stereo not drawn)?
GAA inhib: inconclusive; RGS12 GoLoco inh: 13.3%; aGlu spleen mod: -7.1%; L3MBTL1 block: 11.6%; GAA glycogen: 23.8%; TRb-SRC2 inh: 0.8%; RECQ1 inh: 11.5%; TR SRC2 fluor cs: -4.8%

Results for Cc1cc(C)c(-c2cc([C@H](C)O/N=C3/[C@H]4OC4[C@@H](O)[C@H]4[C@H]3CCn3c(=O)n(-c5ccccc5)c(=O)n34)on2)c(C)c1 (stereo partly drawn) ?
aGlu spleen mod: 1.0%[17.4 µM]; TRb-SRC2 inh: -11.2%[11.2 µM]; RECQ1 inh: -2.9%[11.5 µM]; TR SRC2 fluor cs: inconclusive

What do the screens show for `CCOC(=O)N1CCN(CC(=O)c2ccc3c(c2)CCN3)CC1`?
GAA inhib: -11.7%; RGS12 GoLoco inh: 1.7%; aGlu spleen mod: -9.0%; L3MBTL1 block: -0.3%; GAA glycogen: 3.0%; TRb-SRC2 inh: 3.7%; RECQ1 inh: -9.7%; TR SRC2 fluor cs: -7.8%

Results for O=C(/C=C/c1ccc(Cl)c([N+](=O)[O-])c1)Nc1ccc(N2CCCC2)c(Cl)c1 ?
GAA inhib: 4.4%; RGS12 GoLoco inh: 5.3%; aGlu spleen mod: 3.0%; L3MBTL1 block: -6.8%; GAA glycogen: 0.6%; TRb-SRC2 inh: 6.6%; RECQ1 inh: -2.9%; TR SRC2 fluor cs: -2.2%

What do the screens show for `CC1=NN(c2ccccc2)C(=O)C1N=Nc1ccc(C)cc1` (stereo not drawn)?
GAA inhib: 3.5%; RGS12 GoLoco inh: 4.5%; aGlu spleen mod: -1.3%; GAA glycogen: -3.1%; TRb-SRC2 inh: 2.4%; RECQ1 inh: -1.7%; TR SRC2 fluor cs: -1.3%

What do the screens show for `COc1ccc(OCCCC(=O)NCc2ccco2)cc1`?
GAA inhib: -4.3%; RGS12 GoLoco inh: 5.6%; aGlu spleen mod: -15.1%; L3MBTL1 block: inconclusive; GAA glycogen: 5.0%; TRb-SRC2 inh: -6.9%; RECQ1 inh: inactive; TR SRC2 fluor cs: -2.7%

How did O=C(NC(=S)Nc1ccc(S(=O)(=O)N2CCOCC2)cc1)c1ccccc1[N+](=O)[O-] do in these assays?
GAA inhib: 2.2%; RGS12 GoLoco inh: 1.7%; aGlu spleen mod: 2.1%; L3MBTL1 block: -6.5%; GAA glycogen: -3.5%; TRb-SRC2 inh: 6.0%; RECQ1 inh: inactive; TR SRC2 fluor cs: -0.8%

Results for COC(=O)c1ccc(C(=O)NC(=S)Nc2nc3c(s2)CC(C)CC3)cc1 (stereo not drawn) ?
GAA inhib: -6.0%; RGS12 GoLoco inh: -3.3%; aGlu spleen mod: 2.3%; L3MBTL1 block: 9.7%; GAA glycogen: 3.5%; TRb-SRC2 inh: -12.1%; RECQ1 inh: -9.8%; TR SRC2 fluor cs: inconclusive

What do the screens show for `CCCCOn1c(C)c(C(=O)OCC)c2c3no[n+]([O-])c3ccc21`?
GAA inhib: -4.3%; RGS12 GoLoco inh: -5.0%; aGlu spleen mod: 4.8%; L3MBTL1 block: 39.2%[activator]; GAA glycogen: 8.7%; TRb-SRC2 inh: -4.9%; RECQ1 inh: -7.5%; TR SRC2 fluor cs: -6.1%

Results for CS(=O)(=O)N(CC(=O)NCc1ccco1)c1ccc(Cl)c(C(F)(F)F)c1 ?
GAA inhib: 0.0%; RGS12 GoLoco inh: -8.1%; aGlu spleen mod: -0.7%; L3MBTL1 block: -4.1%; GAA glycogen: 3.6%; TRb-SRC2 inh: 2.3%; RECQ1 inh: -8.7%; TR SRC2 fluor cs: 1.0%

How did COc1ccc(-c2nn(-c3ccccc3)cc2C(=O)Nc2nccs2)cc1OC do in these assays?
GAA inhib: -9.3%; RGS12 GoLoco inh: 14.7%; aGlu spleen mod: 0.6%; L3MBTL1 block: -2.3%; GAA glycogen: -1.3%; TRb-SRC2 inh: -5.1%; RECQ1 inh: -4.6%; TR SRC2 fluor cs: -3.3%
